SMARCA2 act: SMARCA2 function activation, primary screen; 370,000 compounds, 1% hits; activation, % at 9.1 µM; MG213 cells, MMTV-luciferase reporter, dexamethasone, overnight; in the data active = activation above about 7.8%;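 also: 0% = vehicle wells and 100% = reference activator wells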
ASAP1 inh: inhibitors of human ASAP1 ArfGAP activity. 360,000 compounds, 0.19% hits. ASAP1-stimulated ARF1 GTP hydrolysis, GDP FP detection. inhibition, % at 16.5 µM. AID 624377. Q9ULH1; in the data active = inhibition above about 25%;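 also: 0% = vehicle with enzyme and substrate and 100% = no enzyme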
mABHD4 FP: inhibits mouse alpha/beta hydrolase domain 4. inhibition, % at 8.92 µM. 370,000 compounds, 0.54% hits. Q8VD66. purified mABHD4, FP-Rh probe fluorescence polarization. AID 720543;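 active = inhibition exceeding the mean over every tested compound plus 3 SD, cut at about 30% in these data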;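 also: 0% = plate median of compound wells and 100% = S159A mutant with DMSO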
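Test system: mouse ABHD4 enzyme, wild type. Reagent: FP-Rh fluorescent activity-based probe, added after compound pre-incubation. Timing: pre-incubation 45 min, probe exposure 60 min, at 25 °C. Technique: FP readout, ex 525 nm / em 598 nm. Benchmarks: high control S159A mutant with DMSO, low control median of compound wells.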
PG9 Ab binder: binds the HIV-1 gp120 antibody PG9; TR-FRET gp120-PG9 antibody binding; 360,000 compounds, 0.43% hits; AID 624416; inhibition, % at 6.7 µM; in the data active = inhibition above about 8.5%
rCAG RNA binder: r(CAG) repeat RNA binding | TO-PRO-1 dye displacement fluorescence | inhibition, % at 3 µM | 370,000 compounds, 1.3% hits | AID 651821;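 active = inhibition above the plate cutoff, the mean of all test compounds on that plate plus 3 SD, cut at about 35% in these data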;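 also: 0% = DMSO alone and 100% = 100 µM mitoxantrone as full dye displacement; higher means more dye released from RNA so lower well fluorescence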
ARFGAP1 inh: inhibits rat ARF GTPase activating protein 1. Q62848. Arfgap1-stimulated ARF1 GTP hydrolysis, GDP FP detection. 360,000 compounds, 0.26% hits. inhibition, % at 16.5 µM. AID 651572;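 active = inhibition above a per-plate limit, mean inhibition of low control wells plus 3 SD, cut at about 25% in these data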;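 also: 0% = DMSO wells with enzyme and 100% = wells lacking Arfgap1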
Target sequence (Q62848 1-136 limits assumed): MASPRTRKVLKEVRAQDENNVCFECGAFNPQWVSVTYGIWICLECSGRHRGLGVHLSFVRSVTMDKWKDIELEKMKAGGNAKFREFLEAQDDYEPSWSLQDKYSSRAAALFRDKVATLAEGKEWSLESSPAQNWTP
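Repeats: one replicate per compound; assay system: rat Arfgap1 catalytic domain, aa 1-136; times: enzyme reaction 120 min at 25 °C after 20 min preincubation; detection: FP of antibody-bound GDP Alexa 633 tracer, ex 620/em 688 nm; benchmarks: high control wells lacking Arfgap1, low control full reaction with DMSO; reagent: human ARF1(Δ1-17)-GTP substrate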
GC-B act: GC-B (human) receptor activation; P20594; AID 1920062; 370,000 compounds, 0.11% hits; activation, % at 10 µM; HEK293-GC-B cells, CNP EC30, cGMP TR-FRET; 0% at EC30 CNP, 100% saturating CNP;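 active = activation at 10 µM reaching about 35% in either raw or pattern-adjusted values, limit read from the data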
GC-A act: GC-A (human) enzyme activation; activation, % at 10 µM; AID 1671463; 370,000 compounds, 0.14% hits; P16066; HEK293 GC-A cells, cGMP TR-FRET, EC30 ANP; 0% at EC30 ANP, 100% saturating ANP; in the data active = activation above about 40%
HTRA1 inh: HTRA1 (human) protease inhibition; Q92743; recombinant HTRA1, FP-rhodamine activity-based probe, fluorescence polarization; inhibition, % at 5.96 µM; 340,000 compounds, 0.5% hits; in the data active = inhibition above about 36%;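 also: 0% = enzyme with DMSO and 100% = wells lacking enzyme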
Rev-erbA mod: modulators of human Rev-erb alpha DNA binding; P20393; Rev-erbα–FITC-DNA binding, fluorescence polarization, 90 min; activity, % at 10 µM; 370,000 compounds, 0.79% hits; AID 1259318;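 active = activity above about 14%, limit read from the data; passing the limit was not always enough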;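 also: 0% = DMSO wells with 35 nM protein and 100% = DMSO wells with 750 nM protein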
Target sequence (P20393 whole entry, looked up): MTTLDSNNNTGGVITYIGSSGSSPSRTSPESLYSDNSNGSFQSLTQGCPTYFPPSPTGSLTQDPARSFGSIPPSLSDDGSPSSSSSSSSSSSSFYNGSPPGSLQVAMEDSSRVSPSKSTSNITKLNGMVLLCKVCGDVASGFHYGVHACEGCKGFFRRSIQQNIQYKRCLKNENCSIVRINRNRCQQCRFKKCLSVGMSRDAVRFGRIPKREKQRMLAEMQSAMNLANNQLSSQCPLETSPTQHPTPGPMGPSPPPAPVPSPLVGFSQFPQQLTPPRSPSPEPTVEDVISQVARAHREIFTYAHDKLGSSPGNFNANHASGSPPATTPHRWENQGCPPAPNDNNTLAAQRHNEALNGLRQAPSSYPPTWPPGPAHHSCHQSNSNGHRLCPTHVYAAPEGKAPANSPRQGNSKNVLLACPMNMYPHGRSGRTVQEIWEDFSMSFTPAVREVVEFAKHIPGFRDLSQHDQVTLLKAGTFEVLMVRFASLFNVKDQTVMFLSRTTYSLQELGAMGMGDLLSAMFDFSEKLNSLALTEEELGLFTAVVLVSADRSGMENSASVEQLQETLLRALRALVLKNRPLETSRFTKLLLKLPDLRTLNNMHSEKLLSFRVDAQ
Starred values were filed as active, the others as inactive.

What do the screens show for `COc1cc(C(=S)NC2CCCCC2)ccc1O`?
SMARCA2 act: -3; ASAP1 inh: -3; mABHD4 FP: 1; PG9 Ab binder: 2.6; rCAG RNA binder: 5; ARFGAP1 inh: -8; GC-B act: -1; GC-A act: 1; HTRA1 inh: 6; Rev-erbA mod: -2

How did COc1ccccc1N1CCN(Cc2nc3ccccc3[nH]2)CC1 do in these assays?
SMARCA2 act: -3; ASAP1 inh: 2; mABHD4 FP: 6; PG9 Ab binder: 2.0; rCAG RNA binder: -3; ARFGAP1 inh: 3; GC-B act: 1; GC-A act: -3; HTRA1 inh: -6; Rev-erbA mod: -2

How did CCN(CC(=O)Nc1cc(Cl)ccc1C)C(=O)COc1ccccc1F do in these assays?
SMARCA2 act: -1; ASAP1 inh: 1; mABHD4 FP: -2; PG9 Ab binder: 0.1; rCAG RNA binder: -3; ARFGAP1 inh: 6; GC-B act: 2; GC-A act: 1; HTRA1 inh: -1; Rev-erbA mod: -6

What do the screens show for `CCOC(=O)C(CCSC)Nc1nc(Cl)nc(Nc2ccc(Cl)cc2)n1` (configuration not stated)?
SMARCA2 act: 2; ASAP1 inh: -14; mABHD4 FP: -27; PG9 Ab binder: -0.2; rCAG RNA binder: 27; ARFGAP1 inh: 10; GC-B act: 0; GC-A act: -3; HTRA1 inh: -35; Rev-erbA mod: 7

Results for CC(C)c1nnc(SCC(=O)Nc2ccc3c(c2)OCCO3)n1C ?
SMARCA2 act: 0; ASAP1 inh: -5; mABHD4 FP: 9; PG9 Ab binder: 0.2; rCAG RNA binder: -1; ARFGAP1 inh: 15; GC-B act: 1; GC-A act: -4; HTRA1 inh: 1; Rev-erbA mod: 1

Results for O=C(OCCOCCN=C1NS(=O)(=O)c2ccccc21)c1ccccc1 ?
SMARCA2 act: -1; ASAP1 inh: 4; mABHD4 FP: -1; PG9 Ab binder: -0.9; rCAG RNA binder: -1; ARFGAP1 inh: -8; GC-B act: -3; GC-A act: -3; HTRA1 inh: 2; Rev-erbA mod: -2

Results for Cc1ccc(N2C(=O)CSC2=S)cc1C ?
SMARCA2 act: -4; ASAP1 inh: 2; mABHD4 FP: -28; PG9 Ab binder: 2.9; rCAG RNA binder: 6; ARFGAP1 inh: 6; GC-B act: -3; GC-A act: -1; HTRA1 inh: -19; Rev-erbA mod: 0

Results for CCn1c(=O)n(CC)c2cc(N3CCCC3)c(NC(=O)c3ccccc3)cc21 ?
SMARCA2 act: 0; ASAP1 inh: 1; mABHD4 FP: 8; PG9 Ab binder: -9.0; rCAG RNA binder: -2; ARFGAP1 inh: 6; GC-B act: -5; GC-A act: 0; HTRA1 inh: 5; Rev-erbA mod: -1

How did CCOC(=O)C1CCCN(CCC(=O)Nc2ccc(Br)cc2)C1 (configuration not stated) do in these assays?
SMARCA2 act: -2; ASAP1 inh: 14; mABHD4 FP: 2; PG9 Ab binder: -1.0; rCAG RNA binder: -8; ARFGAP1 inh: 6; GC-B act: 9; GC-A act: -1; HTRA1 inh: -3; Rev-erbA mod: 7

What do the screens show for `CCN1C(=O)[C@H]2[C@@H](c3ccc(C)cc3)N3C(=O)N(c4cccc(Br)c4)C(=O)[C@@]3(CC)[C@H]2C1=O`?
SMARCA2 act: 0; ASAP1 inh: -4; mABHD4 FP: 3; PG9 Ab binder: 0.5; rCAG RNA binder: 1; ARFGAP1 inh: 3; GC-B act: -7; GC-A act: 1; HTRA1 inh: -38; Rev-erbA mod: -5

No new results follow: an excerpt of the list.
What do the screens show for `COc1cc(C(=S)NC2CCCCC2)ccc1O`?
SMARCA2 act: -3; ASAP1 inh: -3; mABHD4 FP: 1; PG9 Ab binder: 2.6; rCAG RNA binder: 5; ARFGAP1 inh: -8; GC-B act: -1; GC-A act: 1; HTRA1 inh: 6; Rev-erbA mod: -2

How did COc1ccccc1N1CCN(Cc2nc3ccccc3[nH]2)CC1 do in these assays?
SMARCA2 act: -3; ASAP1 inh: 2; mABHD4 FP: 6; PG9 Ab binder: 2.0; rCAG RNA binder: -3; ARFGAP1 inh: 3; GC-B act: 1; GC-A act: -3; HTRA1 inh: -6; Rev-erbA mod: -2

Retrieved by compound from the entries so far:
What do the screens show for `CCOC(=O)C(CCSC)Nc1nc(Cl)nc(Nc2ccc(Cl)cc2)n1` (configuration not stated)?
SMARCA2 act: 2; ASAP1 inh: -14; mABHD4 FP: -27; PG9 Ab binder: -0.2; rCAG RNA binder: 27; ARFGAP1 inh: 10; GC-B act: 0; GC-A act: -3; HTRA1 inh: -35; Rev-erbA mod: 7

How did CCN(CC(=O)Nc1cc(Cl)ccc1C)C(=O)COc1ccccc1F do in these assays?
SMARCA2 act: -1; ASAP1 inh: 1; mABHD4 FP: -2; PG9 Ab binder: 0.1; rCAG RNA binder: -3; ARFGAP1 inh: 6; GC-B act: 2; GC-A act: 1; HTRA1 inh: -1; Rev-erbA mod: -6

Next results:
How did Cc1ccc(Cc2nnc(SCC(=O)Nc3ccccc3Cl)[nH]c2=O)cc1 do in these assays?
SMARCA2 act: 0; ASAP1 inh: 10; mABHD4 FP: 1; PG9 Ab binder: -3.3; rCAG RNA binder: 16; ARFGAP1 inh: -9; GC-B act: -4; GC-A act: -2; HTRA1 inh: -6; Rev-erbA mod: 1

How did Cn1c(=O)oc2cc(S(=O)(=O)N3CCCC(C(=O)NCc4ccc5c(c4)OCO5)C3)ccc21 (configuration not stated) do in these assays?
SMARCA2 act: 0; ASAP1 inh: 2; mABHD4 FP: 0; PG9 Ab binder: 1.3; rCAG RNA binder: 2; ARFGAP1 inh: 11; GC-B act: 0; GC-A act: -5; HTRA1 inh: -2; Rev-erbA mod: -5

What do the screens show for `O=S(=O)(c1ccccc1)c1nc(NCc2cccnc2)sc1Cl`?
SMARCA2 act: 3; ASAP1 inh: -2; mABHD4 FP: -16; PG9 Ab binder: 1.0; rCAG RNA binder: -1; ARFGAP1 inh: 0; GC-B act: 1; GC-A act: -2; HTRA1 inh: 8; Rev-erbA mod: 1

How did COc1cccc(C(=O)NNC(=O)Cc2ccc([N+](=O)[O-])cc2)c1 do in these assays?
SMARCA2 act: -3; ASAP1 inh: -2; mABHD4 FP: 1; PG9 Ab binder: -1.1; rCAG RNA binder: 8; ARFGAP1 inh: -2; GC-B act: -1; GC-A act: 2; HTRA1 inh: 8; Rev-erbA mod: -4

What do the screens show for `COC(=O)NC1CC2C=CC1C1C=CC21` (configuration not stated)?
SMARCA2 act: 7; ASAP1 inh: -15; mABHD4 FP: 4; PG9 Ab binder: -1.9; rCAG RNA binder: 0; ARFGAP1 inh: 5; GC-B act: 0; GC-A act: 2; HTRA1 inh: 5; Rev-erbA mod: 2

Results for O=C(N/N=C/c1ccccn1)c1ccccc1 ?
SMARCA2 act: 4; ASAP1 inh: 9; mABHD4 FP: -4; PG9 Ab binder: -0.7; rCAG RNA binder: 1; ARFGAP1 inh: 2; GC-B act: -1; GC-A act: 0; HTRA1 inh: 1; Rev-erbA mod: 4

What do the screens show for `C=CCn1c(SCC(N)=O)nnc1-c1ccccc1O`?
SMARCA2 act: -2; ASAP1 inh: 11; mABHD4 FP: 2; PG9 Ab binder: 0.6; rCAG RNA binder: 1; ARFGAP1 inh: 6; GC-B act: 6; GC-A act: 0; HTRA1 inh: -2; Rev-erbA mod: 6

What do the screens show for `CCOC(=O)CCc1c(C)nc(SCC(=O)O)c(C#N)c1C`?
SMARCA2 act: -2; ASAP1 inh: 6; mABHD4 FP: 0; PG9 Ab binder: 0.5; rCAG RNA binder: -1; ARFGAP1 inh: -3; GC-B act: 11; GC-A act: -3; HTRA1 inh: 0; Rev-erbA mod: -7

What do the screens show for `Cc1ccc2c(c1)c1c(n2CC(O)CN2C(=O)CNC2=O)C(=O)CCC1` (configuration not stated)?
SMARCA2 act: -6; ASAP1 inh: -5; mABHD4 FP: 10; PG9 Ab binder: -3.0; rCAG RNA binder: 8; ARFGAP1 inh: 0; GC-B act: 2; GC-A act: 3; HTRA1 inh: 0; Rev-erbA mod: -3

How did C=C(C)Cn1c(SCC(=O)N/N=C/c2c(O)ccc3ccccc23)nc2ccccc2c1=O do in these assays?
SMARCA2 act: -2; ASAP1 inh: -13; mABHD4 FP: 1; PG9 Ab binder: -1.4; rCAG RNA binder: 7; ARFGAP1 inh: 0; GC-B act: 0; GC-A act: -2; HTRA1 inh: 9; Rev-erbA mod: -1

How did O=C(N/N=C\c1cn(-c2ccccc2)nc1-c1ccccc1)c1ccc(Br)o1 do in these assays?
SMARCA2 act: 3; ASAP1 inh: -12; mABHD4 FP: -22; PG9 Ab binder: -1.6; rCAG RNA binder: 9; ARFGAP1 inh: 4; GC-B act: 3; GC-A act: -4; HTRA1 inh: 11; Rev-erbA mod: 1

How did O=C(OCc1ccccc1)c1cccnc1Cl do in these assays?
SMARCA2 act: -4; ASAP1 inh: -10; mABHD4 FP: 1; PG9 Ab binder: -1.4; rCAG RNA binder: 2; ARFGAP1 inh: 3; GC-B act: 3; GC-A act: 4; HTRA1 inh: 7; Rev-erbA mod: 1

How did Cc1ccc2nc(NC(=S)NC(=O)c3ccc(OC(C)C)cc3)sc2c1 do in these assays?
SMARCA2 act: -1; ASAP1 inh: -12; mABHD4 FP: -6; PG9 Ab binder: -2.1; rCAG RNA binder: -2; ARFGAP1 inh: 3; GC-B act: 2; GC-A act: 1; HTRA1 inh: 2; Rev-erbA mod: -3

Results for O=S(=O)(Nc1cccc(S(=O)(=O)N2CCCC2)c1)c1ccc(Cl)s1 ?
SMARCA2 act: 0; ASAP1 inh: -4; mABHD4 FP: 7; PG9 Ab binder: -1.8; rCAG RNA binder: 18; ARFGAP1 inh: 1; GC-B act: 5; GC-A act: 1; HTRA1 inh: 2; Rev-erbA mod: 1

How did CC(=O)Nc1ccc(NC(=O)Nc2ccc(C)cc2C)cc1 do in these assays?
SMARCA2 act: -2; ASAP1 inh: 16; mABHD4 FP: -4; PG9 Ab binder: -1.5; rCAG RNA binder: 2; ARFGAP1 inh: 4; GC-B act: 7; GC-A act: 6; HTRA1 inh: -1; Rev-erbA mod: -2

How did Fc1ccc(N=C2NN=C(c3cc(F)ccc3F)CS2)cc1 do in these assays?
SMARCA2 act: 0; ASAP1 inh: 1; mABHD4 FP: 1; PG9 Ab binder: 1.5; rCAG RNA binder: 4; ARFGAP1 inh: 9; GC-B act: -3; GC-A act: 1; HTRA1 inh: 0; Rev-erbA mod: -1

Results for O=c1c2ccccc2nc2n1C1(CCCCC1)Cc1ccccc1-2 ?
SMARCA2 act: -1; ASAP1 inh: -3; mABHD4 FP: -4; PG9 Ab binder: 0.6; rCAG RNA binder: -2; ARFGAP1 inh: 2; GC-B act: -15; GC-A act: -10; HTRA1 inh: -31; Rev-erbA mod: 5

How did Cc1ccc(C(=O)N2CCCC(Nc3ccc(F)c(F)c3)C2)cn1 (configuration not stated) do in these assays?
SMARCA2 act: 0; ASAP1 inh: -7; mABHD4 FP: 2; PG9 Ab binder: -0.8; rCAG RNA binder: -5; ARFGAP1 inh: 0; GC-B act: 5; GC-A act: 1; HTRA1 inh: 1; Rev-erbA mod: -3
